High-throughput results deposited in PubChem by The Scripps Research Institute Molecular Screening Center.
CHRM4 antagonist: CHRM4 antagonism in calcium assay | P08173 | AID 624125 | CHO-hM4 cells, ACh EC80, Fluo-8 calcium fluorescence | inhibition, % at 3 µM | actives 0.73% (n = 360,000);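 active means inhibition above its plate's cutoff, the mean inhibition of sample wells plus 3 SD, cut at about 27% in these data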;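 further: 0% = acetylcholine EC80 with DMSO and 100% = DMSO without agonist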
CHO-K1 Ca antag: nonselective inhibitor or artifact in parental CHO-K1 cells | ATP-induced calcium, Fluo-8 fluorescence | inhibition, % at 3 µM | actives 0.6% (n = 360,000) | AID 602250;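 active means inhibition above a per-plate cutoff, the plate's mean sample inhibition plus 3 SD, cut at about 24% in these data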;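 further: 0% = DMSO plus EC80 ATP and 100% = DMSO alone without ATP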
M1 ag: activates human CHRM1 receptor. CHO-K1 hM1, Fluo-8 calcium fluorescence, agonist mode; 0% DMSO, 100% acetylcholine EC100. activation, % at 3 µM. actives 0.33% (n = 360,000). P11229;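 active means activation above the run's mean compound activation plus 3 SD, cut at about 16% in these data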;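 further: peak over basal fluorescence ratio within a 140 s kinetic read after compound addition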
Target sequence (P11229 whole entry, looked up): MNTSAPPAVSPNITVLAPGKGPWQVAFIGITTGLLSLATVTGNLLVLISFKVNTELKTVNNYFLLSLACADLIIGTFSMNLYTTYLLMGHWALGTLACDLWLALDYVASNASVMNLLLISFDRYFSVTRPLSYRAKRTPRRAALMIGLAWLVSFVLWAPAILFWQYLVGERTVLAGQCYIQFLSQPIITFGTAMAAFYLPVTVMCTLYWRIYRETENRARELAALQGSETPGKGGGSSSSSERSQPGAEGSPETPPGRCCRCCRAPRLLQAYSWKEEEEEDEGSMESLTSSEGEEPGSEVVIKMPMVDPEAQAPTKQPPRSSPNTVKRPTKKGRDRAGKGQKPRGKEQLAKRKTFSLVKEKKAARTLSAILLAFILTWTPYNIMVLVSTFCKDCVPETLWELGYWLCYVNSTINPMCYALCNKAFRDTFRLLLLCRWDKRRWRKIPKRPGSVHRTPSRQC
M4 ag: CHRM4 agonism in calcium assay; P08173; CHO-K1 hM4/Gqi5, Fluo-8 calcium fluorescence; vehicle 0%, full acetylcholine response 100%; activation, % at 3 µM; AID 624127; actives 0.14% (n = 360,000);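 active means activation above the run mean over all test wells plus 3 SD, cut at about 32% in these data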;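 further: peak over basal fluorescence ratio per well then scaled between controls; 0% = DMSO wells and 100% = acetylcholine at EC100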
OXTR potentiate: human OXTR potentiation; P30559; CHO-OTR cells, Fluo-8 calcium fluorescence, potentiator mode; 0% = oxytocin EC15, 100% = EC100; actives 0.061% (n = 320,000); activation, % at 3 µM;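 active means activation above that plate's cutoff, the mean activation of tested compounds plus 3 SD, cut at about 6.6% in these data, passing the limit was not always enough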;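 further: 100% uses oxytocin at 75 nM as the full agonist control; some results filed as inactive read as strong as hits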
Target sequence (P30559 whole entry, looked up): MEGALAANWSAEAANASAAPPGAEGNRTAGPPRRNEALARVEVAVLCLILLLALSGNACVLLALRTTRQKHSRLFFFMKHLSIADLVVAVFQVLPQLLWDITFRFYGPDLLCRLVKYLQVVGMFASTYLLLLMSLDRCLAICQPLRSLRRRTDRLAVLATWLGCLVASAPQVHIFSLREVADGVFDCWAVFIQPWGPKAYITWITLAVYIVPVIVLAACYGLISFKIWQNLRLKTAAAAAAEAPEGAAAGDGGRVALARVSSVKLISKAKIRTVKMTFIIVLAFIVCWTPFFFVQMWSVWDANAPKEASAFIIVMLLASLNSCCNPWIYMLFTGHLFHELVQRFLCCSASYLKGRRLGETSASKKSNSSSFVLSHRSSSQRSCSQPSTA
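System: human OTR in CHO cells; Also added: sub-maximal oxytocin, roughly EC15; Timing: compound 6 min at room temperature before oxytocin, 100 s read; Technique: Fluo-8 intracellular calcium fluorescence, ex 470-495, em 515-575 nm; Controls: oxytocin EC15 low and EC100 high; Replication: singlicate.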
M1 ag parental: M1 agonist counterscreen hit in parental CHO-K1 cells | Fluo-8 calcium fluorescence; scaled to maximal ATP response, vehicle zero | activation, % at 3 µM | actives 0.48% (n = 360,000) | AID 602248; in the data active means activation above about 15%;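 further: untransfected CHO-K1 host cells lacking M1 receptor as counterscreen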
M1 PAM: human CHRM1 positive allosteric modulation. P11229. actives 0.088% (n = 360,000). CHO-K1 hM1, Fluo-8 calcium fluorescence, ACh EC20; 0% = ACh EC20, 100% = maximal ACh. activation, % at 3 µM. AID 588819; in the data active means activation above about 19%, passing the limit was not always enough
CHO parental Ca: signal in parental CHO cells, OX1R antagonist counter-screen | parental CHO-K1, ATP-induced calcium, Fluo-8 fluorescence | AID 463079 | actives 0.63% (n = 330,000) | inhibition, % at 5.6 µM;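 active means inhibition above that plate's mean sample inhibition plus 3 SD, cut at about 26% in these data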;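 further: 0% = ATP-challenged DMSO wells and 100% = DMSO wells without ATP; some compounds past the cut are filed as inactive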
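Material – parental CHO cells · Reagent – ATP stimulus · Compound – single nominal dose of 5.6 µM per compound · Detection – Fluo-8 fluorescence · Read-out basis – percent inhibition of calcium signal · Controls – ATP-challenged DMSO wells low, unchallenged DMSO wells high · Repeats – no replicates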
M1 antag: antagonists of human M1 muscarinic receptor; P11229; CHO-K1 hM1, Fluo-8 calcium fluorescence, ACh EC80 antagonist; inhibition, % at 3 µM; actives 1.3% (n = 360,000); AID 588852;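 active means percent inhibition above its own plate's cutoff, namely the mean of that plate's compound wells plus 3 SD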;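 further: peak over basal fluorescence ratio during 140 s after agonist addition; 0% = ACh EC80 plus DMSO and 100% = DMSO alone without agonist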
Starred values were filed as active, the others as inactive; x = no result given. Hits appear at their usual frequency; overall some 2.9% were active at least once.

SMILES	CHRM4 antagonist	CHO-K1 Ca antag	M1 ag	M4 ag	OXTR potentiate	M1 ag parental	M1 PAM	CHO parental Ca	M1 antag
CC(C)C1=CC(=Nc2ccc(S(N)(=O)=O)cc2)C=C(C(C)C)C1=O	5	-1	-2	1	x	0.8	-2	x	7
CC(NC(=O)C12CC3CC(CC(O)(C3)C1)C2)c1ccc(Cl)cc1Cl (stereo not given)	-16	-10	-2	0	-2	0.3	13	-1	-15
CCOC(=O)c1cc(OCC)c2c(ccc3ccccc32)n1	-6	3	-3	1	x	-0.7	9	x	-10
Cc1cc(C)c2cc(CN(CCO)Cc3nnnn3Cc3ccccc3)c(=O)[nH]c2c1	13	-2	-3	0	-11	0.5	5	-26	-3
Cc1ccc2c(CC(=O)OCc3nc(N)nc(Nc4ccccc4C)n3)coc2c1	4	-7	-5	2	-19	0.3	4	-10	-3
Cc1ccc(-c2nnn(CC(=O)N(CC3CCCO3)C(C(=O)NC3CCCC3)c3ccc(O)cc3)n2)o1 (stereo not given)	3	-7	-2	1	8	0.4	1	-23	5
CNc1ccccc1C(C)(C)c1cc(-c2cc(C)cc(C)c2)no1	8	-8	-6	-1	-13	0.5	2	-8	-2
O=C(ON=C1CCN(S(=O)(=O)c2ccccc2)CC1)c1ccc(F)cc1	5	-10	-2	2	-5	3.5	10	-13	-7
Cc1ccc(-n2ncc3c(Nc4c(C)n(C)n(-c5ccccc5)c4=O)ncnc32)c(C)c1	-8	-9	-14	0	2	0.0	-7	-9	6
COc1ccc(C)cc1NC(=O)CN1CCN(S(=O)(=O)c2ccc(F)cc2)CC1	5	-9	-2	0	-2	-0.2	5	-24	-12

More records follow.
SMILES	CHRM4 antagonist	CHO-K1 Ca antag	M1 ag	M4 ag	OXTR potentiate	M1 ag parental	M1 PAM	CHO parental Ca	M1 antag
COc1ccc(OC)c(NS(=O)(=O)c2ccc(NC(=O)c3ccc(NS(C)(=O)=O)cc3)cc2)c1	6	2	-6	0	2	0.5	-4	2	11
CC(=O)c1ccc(NC(=O)Cn2cnc(S(=O)(=O)N3CCOCC3)c2)cc1	-5	-12	-1	1	1	1.0	11	4	-13
Cc1cc(C(=O)COc2ccc(F)cc2Br)c(C)n1C1CC1	-1	14	-7	0	x	-0.4	2	x	-6
CCOc1ccc(NC(=O)CN(C)CC(=O)Nc2ccc(F)c(F)c2F)cc1OCC	-10	-17	-6	5	-11	0.6	7	3	-3
O=C(c1cccc(S(=O)(=O)N2CCN(c3ccc(F)cc3)CC2)c1)N1CCCC(C(F)(F)F)C1 (stereo not given)	1	15	-2	15	-6	8.9	-12	37*	34*
COc1ccc(NC(=O)Nc2nnc(N3CCC(C)CC3)s2)cc1OC	-2	-6	1	0	-4	-0.1	12	-12	-9
COc1ccc(C(O)c2ncc(-c3ccc(Cl)cc3)[nH]2)cc1 (stereo not given)	-1	-6	-2	3	x	1.4	0	x	-11
CCC(C)NC(=O)CS(=O)(=O)Cc1nc(-c2cccc(OC)c2)oc1C (stereo not given)	-5	-3	-4	2	-2	0.3	6	-13	-9
CCOC(=O)c1c(C)[nH]c(C)c1C(=O)COC(=O)c1ccc(Cl)nc1	-4	-12	-5	4	4	-0.1	1	-9	-1
O=C(NCC1CCCCC1)c1ccccc1[N+](=O)[O-]	-2	3	-7	1	-1	0.2	13	-3	-16

Other compounds:
SMILES	CHRM4 antagonist	CHO-K1 Ca antag	M1 ag	M4 ag	OXTR potentiate	M1 ag parental	M1 PAM	CHO parental Ca	M1 antag
Cc1[nH]n2c(=O)c3c(nc2c1-c1cccc2ccccc12)CCC3	-3	-4	-2	-1	-14	-0.3	6	-22	-11
Cc1ccc(NC(=O)CN(C)CC(=O)Nc2ccccc2-c2ccccc2)cc1	-2	1	-4	0	-6	-0.1	5	-10	-10
CCN(CC)CCN(C(=O)C1CCCCC1)c1nc2cc3c(cc2s1)OCO3	3	-8	-6	1	-5	0.2	6	-6	-3
O=[N+]([O-])c1cc(-c2csc(NC(CO)c3nc4ccccc4n3CCOCCO)n2)ccc1Cl (stereo not given)	-3	-2	-2	1	-1	-0.6	13	-27	1
O=C(COC(=O)Cc1ccc([N+](=O)[O-])cc1)NC1CCCCCC1	-6	-13	-1	3	-1	0.4	15	-7	-16
COc1ccc2c(c1OC)C(=O)OC2N1C(=O)CC[C@H]1C(=O)Nc1ccc2c(c1)OCO2 (stereo not given in full)	-1	6	-4	0	-4	-0.5	7	-14	-11
COC(=O)CCC(=O)Nc1cccc(Br)c1	-5	-3	-2	0	-12	0.3	-1	-10	3
Cc1ccc2cc(COC(=O)c3ccncc3)c(=O)[nH]c2c1	8	-8	-4	1	-14	0.9	1	-21	-16
O=C(NCc1ccccn1)c1nc(Cn2ccc([N+](=O)[O-])n2)no1	0	-2	-4	0	-10	-1.1	-4	-12	3
CCOC(=O)C1=C(C)NC(=O)CC1c1ccccc1OC (stereo not given)	5	-16	-4	1	10	0.3	9	-1	-5

Pulled by structure from above (7):
SMILES	CHRM4 antagonist	CHO-K1 Ca antag	M1 ag	M4 ag	OXTR potentiate	M1 ag parental	M1 PAM	CHO parental Ca	M1 antag
O=C(NCc1ccccn1)c1nc(Cn2ccc([N+](=O)[O-])n2)no1	0	-2	-4	0	-10	-1.1	-4	-12	3
CCN(CC)CCN(C(=O)C1CCCCC1)c1nc2cc3c(cc2s1)OCO3	3	-8	-6	1	-5	0.2	6	-6	-3
CC(C)C1=CC(=Nc2ccc(S(N)(=O)=O)cc2)C=C(C(C)C)C1=O	5	-1	-2	1	x	0.8	-2	x	7
CCOc1ccc(NC(=O)CN(C)CC(=O)Nc2ccc(F)c(F)c2F)cc1OCC	-10	-17	-6	5	-11	0.6	7	3	-3
Cc1ccc2cc(COC(=O)c3ccncc3)c(=O)[nH]c2c1	8	-8	-4	1	-14	0.9	1	-21	-16
Cc1[nH]n2c(=O)c3c(nc2c1-c1cccc2ccccc12)CCC3	-3	-4	-2	-1	-14	-0.3	6	-22	-11
O=C(COC(=O)Cc1ccc([N+](=O)[O-])cc1)NC1CCCCCC1	-6	-13	-1	3	-1	0.4	15	-7	-16

Other entries follow.
SMILES	CHRM4 antagonist	CHO-K1 Ca antag	M1 ag	M4 ag	OXTR potentiate	M1 ag parental	M1 PAM	CHO parental Ca	M1 antag
O=C(CCN1C(=O)c2ccncc2C1=O)Nc1ccc2c(c1)OCCO2	5	2	-1	1	-9	-0.2	5	-12	-13
CC(=O)NC(c1cc(F)c2cccnc2c1O)C1CC1 (stereo not given)	9	-9	-4	-2	1	-0.5	6	-3	-2
CCn1c(SCC(=O)N2CCCCC2)nnc1-c1ccc(S(=O)(=O)N2CCN(C)CC2)cc1	2	6	-3	1	-8	0.0	3	-6	-9
COc1nc(Nc2ccc([N+](=O)[O-])cc2)nc(NC2CCCCC2)n1	-6	-1	-7	0	-3	-0.2	10	-16	-7
Cc1ccc(C(NC(=O)N2CCCC2)C(Cl)(Cl)Cl)cc1F (stereo not given)	1	-4	-10	0	-14	0.0	2	-8	-7
CCCC(C)(C)C(=O)N1CCC1(C)C(=O)NS(=O)(=O)c1ccc(Br)cc1 (stereo not given)	-9	2	-3	0	x	-0.1	0	x	-12
Cc1c(C(=O)N(Cc2ccncc2)CC2CCCO2)oc2c(F)cccc12 (stereo not given)	-4	-5	-2	1	-2	0.4	0	-15	1
Cc1cccc(N(CC(=O)O)CC(=O)O)c1	-11	-7	-8	0	0	0.1	-2	5	-6
COc1ccc(C2(CNC(C)=O)CCOCC2)cc1OC	-7	-3	0	0	2	0.3	11	-3	-13
CN(c1ccccc1C(=O)Nc1ccc(S(=O)(=O)N2CCOCC2)cc1)S(C)(=O)=O	-5	0	1	2	0	0.5	10	-7	-6

Limited to M1 ag parental, for 2 of the compounds above:
SMILES	M1 ag parental
CCOC(=O)c1c(C)[nH]c(C)c1C(=O)COC(=O)c1ccc(Cl)nc1	-0.1
O=C(NCC1CCCCC1)c1ccccc1[N+](=O)[O-]	0.2

Continued:
SMILES	CHRM4 antagonist	CHO-K1 Ca antag	M1 ag	M4 ag	OXTR potentiate	M1 ag parental	M1 PAM	CHO parental Ca	M1 antag
O=C(NCCO)/C(=C/c1ccc2c(c1)OCO2)NC(=O)c1ccc(Br)cc1	-1	-4	0	1	-7	0.3	7	-10	-7
O=C(CSC1=NCCS1)N1CCCCCC1	-15	-9	-5	1	-16	0.1	7	-9	-8
O=C1OC(c2cccs2)Sc2ccccc21 (stereo not given)	-8	-10	-12	-1	x	0.4	6	x	-9
O=C(Cn1ccc(NC(=O)OCc2ccccc2)nc1=O)NCCN1CCOCC1	7	-2	-5	1	-1	-0.1	2	3	-7
COC(=O)C1=C(N)OC2=C(C(=O)CCC2)C1c1cccs1 (stereo not given)	7	-3	-2	-1	-6	-0.6	6	-14	-1
COc1ccc(N2CCN(CCCn3cnc4c(SC)ncnc43)CC2)cc1	-18	-10	-7	3	x	0.9	13	x	-19
O=C(/C=C/c1ccccc1Cl)Nn1cnc2ccccc2c1=O	-2	-5	-1	2	4	1.0	6	-21	2
CC(=O)c1ccc(OCCCCCCCOc2ccc(C(C)=O)cc2)cc1	-4	-12	-1	0	-18	1.6	11	2	-17
CC(/C=C/c1ccccc1)=N/NC(=O)C(O)c1ccccc1 (stereo not given)	-1	-1	-1	1	-8	0.0	17	-2	-12
CC(OC(=O)CCc1nc2ccccc2[nH]c1=O)C(=O)c1ccccc1 (stereo not given)	-1	-3	0	9	-3	3.6	-10	-1	14

Additional structures.
SMILES	CHRM4 antagonist	CHO-K1 Ca antag	M1 ag	M4 ag	OXTR potentiate	M1 ag parental	M1 PAM	CHO parental Ca	M1 antag
COc1ccccc1CNC(=O)CN1C(=O)NC2(CCCC2)C1=O	1	-10	-3	1	5	-0.1	3	-8	-2
CC(C)CN(C(=O)CN(C)C(=O)Cc1c(F)cccc1Cl)c1c(N)n(CC(C)C)c(=O)[nH]c1=O	-7	-1	3	0	x	0.6	11	x	-10
Cc1c(NC(=O)Cn2[nH]c(=O)c3ccccc3c2=O)c(=O)n(-c2ccccc2)n1C	-4	-12	-6	1	-3	0.9	4	4	-11
CCOc1ccc(/C=N/NC(=O)c2nnn(-c3nonc3N)c2-c2cccs2)cc1	3	0	44*	33*	-11	34*	-2	-18	27
COc1cccc(OC)c1C(=O)Nc1ccc(N2CCCCC2)cc1	-14	-10	-5	1	-6	0.3	3	-3	-7
CC(C)C(NC(=O)CCNC(=O)c1ccc([N+](=O)[O-])cc1)c1nc2ccccc2[nH]1 (stereo not given)	-1	-12	-4	1	7	0.0	8	-11	-6
CN(CC(=O)Nc1ccc(F)cc1)C(=O)c1cccc(NS(=O)(=O)c2ccccc2)c1	2	-10	-8	0	-2	0.8	7	-17	-9
